OX1R FRET antag = antagonists of human orexin 1 receptor (OX1R) | Orexin/Hypocretin receptor type 1 (Homo sapiens), O43613 | OX1R-expressing cells, FRET antagonist read-out | inhibition, % at 6.6 µM | actives 1.8% (n = 330,000) | AID 485270, 2010; in the data active means inhibition mostly above about 38%, no sharp cut-off; inactive means mostly below about 40%;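 further: 0% = agonist challenge alone and 100% = reference antagonist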
Target sequence (O43613 whole entry, looked up): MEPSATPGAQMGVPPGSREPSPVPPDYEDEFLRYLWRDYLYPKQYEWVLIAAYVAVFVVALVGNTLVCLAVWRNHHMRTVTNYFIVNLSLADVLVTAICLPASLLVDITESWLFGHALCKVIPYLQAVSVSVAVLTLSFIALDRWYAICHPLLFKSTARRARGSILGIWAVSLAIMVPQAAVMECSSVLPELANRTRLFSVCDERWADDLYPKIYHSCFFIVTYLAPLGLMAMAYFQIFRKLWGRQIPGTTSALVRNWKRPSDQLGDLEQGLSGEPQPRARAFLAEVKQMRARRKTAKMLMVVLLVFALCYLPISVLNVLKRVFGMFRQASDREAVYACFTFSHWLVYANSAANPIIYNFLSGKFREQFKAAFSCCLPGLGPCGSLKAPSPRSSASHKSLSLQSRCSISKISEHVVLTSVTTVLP
STK33 kinase inh = inhibitors of purified STK33 kinase, primary screen, biochemical, ADP-Glo luminescence, homogeneous, cell-free. Serine/threonine-protein kinase 33 (Homo sapiens), Q9BYT3. MBP phosphorylation. inhibition, % at 10 µM. actives 0.073% (n = 320,000);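 active means inhibition at or above 25%, using the most active replicate where run in duplicate; inactive means inhibition below 25%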
Target sequence (Q9BYT3 whole entry, looked up): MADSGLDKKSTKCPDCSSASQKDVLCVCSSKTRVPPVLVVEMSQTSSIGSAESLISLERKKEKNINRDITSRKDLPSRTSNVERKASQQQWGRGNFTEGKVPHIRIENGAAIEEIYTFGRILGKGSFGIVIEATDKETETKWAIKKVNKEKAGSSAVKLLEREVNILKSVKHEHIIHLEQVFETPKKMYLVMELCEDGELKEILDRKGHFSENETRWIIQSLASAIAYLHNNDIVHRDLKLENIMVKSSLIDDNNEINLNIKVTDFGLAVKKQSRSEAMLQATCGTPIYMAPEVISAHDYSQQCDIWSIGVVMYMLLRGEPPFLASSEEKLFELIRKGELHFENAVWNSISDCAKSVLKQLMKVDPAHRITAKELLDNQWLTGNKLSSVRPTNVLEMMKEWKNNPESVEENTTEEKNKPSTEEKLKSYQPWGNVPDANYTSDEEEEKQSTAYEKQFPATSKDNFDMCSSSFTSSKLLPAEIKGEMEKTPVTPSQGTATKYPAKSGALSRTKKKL
* marks the source's active call; other numbers are inactive results; nt = not tested or not shown.

compound,OX1R FRET antag,STK33 kinase inh
N#Cc1c(NC(=O)C2C3C=CC(C3)C2C(=O)O)sc2c1CCCCC2 (configuration not stated),42,0.4
CCOC(=O)c1nnn(CC(=O)N2N=C(c3ccc(Cl)cc3)CC2c2ccccc2)c1C(=O)OCC (configuration not stated),5,0.8
COc1ccc(-c2csc(NC(=O)CSc3nc(SC)ns3)n2)cc1,21,-0.4
Cc1cccc(NC(=O)CN2C(=O)S/C(=C\c3ccc(O)c([N+](=O)[O-])c3)C2=O)c1,44,-0.5
CCOC(=O)C(CCCCCCP(=O)(c1ccccc1)c1ccccc1)NC(C)=O (configuration not stated),4,-0.4
CCN(CC)CC(=O)Nc1cc(N(C)C)nc2ccccc12,6,0.1
NC(=O)[C@H]1CC2(CC(c3cccc(NC(=O)c4ccccc4)c3)=NO2)CN1C(=O)[C@H]1CCC(=O)N1 (some centres not stated),11,-0.6
Cc1cccc(NC(=O)NNC(=O)c2ccccn2)c1,-1,-1.2
Cc1cc(NS(=O)(=O)c2ccc(NC(=O)/C=C/c3c(F)cccc3Cl)cc2)nc(C)n1,-2,7.0
CC1CCN(c2nc(-c3ccccc3)cc(C(F)(F)F)n2)CC1,20,-0.8
CCOc1ccccc1OCC(=O)O,3,-1.9
CC1(C)C2CCC1(CS(=O)(=O)N1CCOCC1)C(=O)C2 (configuration not stated),0,-0.8
C#CCOCCOCCOCCNc1nc(N2CCOCC2)nc(N2CCN(C(=O)[C@H](CCC(=O)O)n3cc([C@@H](N)CCCCN)nn3)CC2)n1,6,-1.0
CN(C)Cc1cc2ccccc2c2c1COC2,-3,-1.3
CC1CN(C(=O)COC(=O)c2cc(=O)c3ccccc3o2)CC(C)O1 (configuration not stated),14,1.2
CC(C)C(=O)N1CCC2(CC1)Oc1ccc(F)cc1C(=O)C21CC(c2ccc(Cl)cc2)=NO1 (configuration not stated),10,-0.2
COc1ccccc1C(=O)NNC(=O)CN1C(=O)c2ccccc2C1=O,20,-0.6
CC1CN(C(=O)CSc2nnc(CNC(=O)c3ccc(S(=O)(=O)N(C)C)cc3)o2)CC(C)O1 (configuration not stated),4,-1.0
COC(=O)Nc1ccc(S(=O)(=O)N2CCCC(C(=O)N3CCCCC3)C2)cc1 (configuration not stated),13,-1.4
COc1cc(OC)cc(C(=O)Nc2cc(C)on2)c1,-4,-2.4

Following part
compound,OX1R FRET antag,STK33 kinase inh
CCOC(=O)C1CCCN(C(=O)c2sc3nc(-c4ccc(F)cc4)cn3c2C)C1 (configuration not stated),34,-0.3
O=C(COC(=O)/C=C/c1cccc(Br)c1)Nc1cccc(S(=O)(=O)NC2=NCCC2)c1,13,nt
CC(=O)N1c2ccc(S(=O)(=O)N3CCCC3C(=O)Nc3cccc(F)c3)cc2CC1C (configuration not stated),13,-0.7
Cc1[nH][nH]c(=O)c1C(c1ccc(-c2ccc(F)cc2)o1)c1c(C)[nH][nH]c1=O,18,1.0
O=C(Nc1cccc(F)c1)c1c(F)c(F)c(F)c(F)c1F,20,5.6
Cc1ccc(Cn2c(C)nc3c(c2=O)c2nc4ccccc4nc2n3Cc2ccco2)cc1,22,4.4
CNC(=O)N(O)C1N(c2ccccc2)C(=S)SC1(C)C (configuration not stated),11,-0.7
Cc1noc(C(=O)Nc2cc(Cl)ccc2O)c1Cl,14,0.2
FC(F)(F)c1cc(-c2ccccc2)nc(N2CCCCCC2)n1,17,-0.7
Cc1cc(OCC(=O)Nc2ccncc2)ccc1Br,49,-3.5
NC(=O)CSc1nnc(-c2cnccn2)n1-c1ccccc1,13,-1.4
COc1ccc(Nc2nc(C)cc(C)c2C(N)=O)c(OC)c1,4,-1.6
Cc1cccc(-c2nc(CS(=O)CC(=O)NCc3cccs3)c(C)o2)c1 (configuration not stated),-1,-0.9
COc1ccc(CCNS(=O)(=O)c2ccc(OC)c(OC)c2)cc1OC,20,0.9
COc1ccc(NC(=O)C2C3C=CC4(O3)C2C(=O)N(CCN2CCCCC2)C4C(=O)NC2CCCC(C)C2C)cc1 (configuration not stated),16,3.1
CN(C)c1nc(N/N=C\c2ccc(Cl)c([N+](=O)[O-])c2)nc(Nc2ccc(F)cc2)n1,17,-2.5
COCC(=O)N1CCC(Oc2ccc(C(=O)N(C)C3CCCCC3)cc2)CC1,nt,-0.9
CCOC(=O)N1CCN(c2nc(-c3cccc(OC)c3)cc(C(F)(F)F)n2)CC1,17,-0.6
COc1ccc(C(=O)NCCS(=O)(=O)NCc2ccco2)cc1,1,nt
O=C(COc1ccc(S(=O)(=O)N2CCOCC2)cc1)NC1CC1,11,3.5

Continued.
compound,OX1R FRET antag,STK33 kinase inh
Cc1ccc(C(=O)/C=C/c2cn(CC(O)CN3CCOCC3)c3ccccc23)cc1 (configuration not stated),5,-1.4
C=CCn1c(SCC(=O)NCc2ccccc2)nnc1-c1cc(Br)ccc1O,13,1.2
Cc1cccc(NNC(=O)c2c(F)cccc2Cl)c1,13,1.6
Cc1ccc2nc(SCC(=O)NCc3ccco3)[nH]c2c1,19,-0.2
Cc1ccccc1NC(=O)COC(=O)c1cc(S(=O)(=O)N2CCOCC2)ccc1C,9,-1.0
Cc1ccc(OC[C@H](O)[C@H](C)NC(C)C)c2c1CCC2,11,-1.5
COc1ccc2c(=O)c(-c3ccc(OC)c(OC)c3)coc2c1,5,-1.0
CC1Cc2ccccc2N1C(=S)NC(=O)c1cccc(Br)c1 (configuration not stated),8,nt
CC(=O)c1ccc(NC(=S)NCCCn2ccnc2)cc1,26,0.4
Cc1ccc(NC(=O)c2cc(-c3ccccc3)n[nH]2)cc1,nt,0.0
CCCCCCC(=O)N1CCC(c2nc3c(nnn3Cc3ccccc3Cl)c(=O)[nH]2)CC1,3,-0.3
COc1cc(Cn2cnnn2)ccc1O,6,1.0
CC(C)c1ccc(Nc2nnns2)cc1,9,-2.6
Cc1cccc(C(=O)NCCNC(=O)c2cccc(C)c2)c1,9,0.2
CCOC(=O)CNC(=O)c1nn(-c2cccc(OC)c2)c(=O)c2ccccc12,18,-0.7
O=C(Cc1cccs1)Nc1nc(-c2ccccc2)cs1,6,-0.7
COc1ccc(NC(=O)c2cccc(NC3=NC4CS(=O)(=O)CC4S3)c2)cc1Cl (configuration not stated),5,5.4
COc1ccccc1N1CCN(C(=S)Nc2ccc(F)cc2)CC1,5,-1.1
Cc1ccc(NC(=O)c2cc(N(C)C)ccc2[P+](=O)O)cc1,0,-4.5
O=C(Cn1nc(C(F)F)cc1C1CC1)NCCC1=CCCCC1,9,0.5

Continuation.
compound,OX1R FRET antag,STK33 kinase inh
CC1(C)CC(=O)C=C(NC2CCCCCCC2)C1,13,-0.7
CCCOc1ccc(NC(=O)C2CC(=O)N3CCCN=C3S2)cc1 (configuration not stated),17,-1.1
Cc1sc2nc(SCC(=O)NCCOCCO)nc(N)c2c1C,20,-0.9
O=C(O)CCNc1nc(-c2ccccc2)nc2ccccc12,14,0.4
O=S(=O)(N1CCOCC1)N1CCN(c2ccccc2F)CC1,4,-1.6
O=C(Cc1ccc([N+](=O)[O-])cc1)OCc1c(F)cccc1Cl,5,0.1
COc1ccccc1N1CCN(/N=C/c2ccc(OC)c(OC)c2OC)CC1,25,-0.3
COc1ccccc1C(C#N)N1N=C(C)CC1c1ccccc1 (configuration not stated),18,-0.3
COc1ccc(N2CCN(c3ncnc4scc(-c5ccccc5)c34)CC2)cc1,10,-0.7
Cc1cc(CN2CCC(n3nccc3NC(=O)c3ccccc3C)CC2)n[nH]1,28,-2.6
O=C(NCc1ccco1)c1nc2c(nnn2Cc2ccccc2Cl)c(=O)[nH]1,17,-1.6
COc1ccc(OC)c(NC(=O)c2cc3c(cc2Cl)N2CCCCCC2=NS3(=O)=O)c1,7,0.8
CC(=O)Oc1ccc(-c2cc3c(OC(C)=O)cc(OC(C)=O)cc3oc2=O)cc1,14,-1.1
CCC(C)NCCCOc1c(C)cc(C)cc1Br (configuration not stated),9,-0.3
Cc1ccc(C(=O)NC(=O)CSc2nnc(C)s2)cc1,29,-1.9
O=C(CC1SCCNC1=O)Nc1cccc([N+](=O)[O-])c1 (configuration not stated),19,-0.1
O=C(Nc1cc2c3c(c1)CC(=O)N3CCC2)C1CC1,12,-0.9
CN(/N=C/c1ccc(-c2ccc([N+](=O)[O-])cc2)o1)c1ccccc1,28,-1.0
O=C(CCCOc1ccc(Cl)cc1Cl)Nc1ncccn1,15,-2.5
CCCNC(=O)C(Cc1ccc(F)cc1)NC(=O)c1ccccc1 (configuration not stated),10,0.0

Part of the list above, field by field.
molecule: O=C(CCCOc1ccc(Cl)cc1Cl)Nc1ncccn1
  OX1R FRET antag = 15 | STK33 kinase inh = -2.5
molecule: CCCNC(=O)C(Cc1ccc(F)cc1)NC(=O)c1ccccc1 (configuration not stated)
  OX1R FRET antag = 10 | STK33 kinase inh = 0.0

Next results follow.
compound,OX1R FRET antag,STK33 kinase inh
CCOc1cc(S(=O)(=O)N2CCC(C(N)=O)CC2)ccc1F,-5,-1.2
CCn1c(SCC(=O)Nc2sc(C)c(C)c2C#N)nnc1C1CC1,27,0.1
CCN(CC(=O)NCc1cccs1)C(=O)CCOc1ccccc1C,-3,-0.1
c1ccc(OCCCn2nnc(-c3ccncc3)n2)cc1,17,-1.5
N/C(=N\OC(=O)CCn1cccc(C(F)(F)F)c1=O)c1ccc(Cl)cc1,8,-0.1
CCN1CCN(CC(O)COCC2COc3ccccc3O2)CC1 (configuration not stated),13,0.4
COc1cc(SC)ccc1C(=O)OCC(=O)NC1CC1,2,-1.1
O=C(/C(=C/O)N=Nc1ccccc1)c1ccc(Cl)cc1,10,-2.3
CS(=O)(=NS(=O)(=O)c1ccc(Cl)cc1)c1ccccc1 (configuration not stated),14,0.1
Cc1cccc(N(CC(=O)NC2CCCC2)C(=O)c2c(C)noc2C)c1,-11,-4.8
CCC(Sc1nc2ccccc2c(=O)n1CC1CCCO1)C(=O)NCc1cccnc1 (configuration not stated),2,-2.5
COC(=O)c1ccccc1SC1CC(=O)N(c2ccccc2)C1=O (configuration not stated),9,-2.1
O=C(Nc1ccc(Br)cc1)c1cccc(N2C(=O)C3C4C=CC(C4)C3C2=O)c1 (configuration not stated),16,0.3
O=C(CCCNC(=O)c1ccc(Cl)cc1)NCc1ccc(F)cc1,6,-0.9
OCCC1CN(Cc2ccon2)CCN1Cc1ccc(F)c(F)c1 (configuration not stated),-1,-0.5
O=C(CSc1nnc(NC(=O)c2ccco2)s1)NC1CCCCC1,3,0.2
COc1ccc(C(=O)Nc2cc(C)nc3ccccc23)cc1OC,10,-1.0
C[C@H](CO)N1C[C@H](C)[C@@H](CN(C)S(=O)(=O)c2cccs2)Oc2ccc(NS(=O)(=O)c3ccccc3)cc2C1=O,5,-0.9
CCOc1ccc(OCCCC(=O)NNC(=O)c2ccncc2)cc1,11,-1.8
COc1ccc(OC)c(S(=O)(=O)N2CCC(C(=O)NCC3CCCO3)CC2)c1 (configuration not stated),10,-0.3

Reformatted field by field: four of the compounds above
COc1ccc(OC)c(S(=O)(=O)N2CCC(C(=O)NCC3CCCO3)CC2)c1 (configuration not stated)
- OX1R FRET antag: 10
- STK33 kinase inh: -0.3
CCn1c(SCC(=O)Nc2sc(C)c(C)c2C#N)nnc1C1CC1
- OX1R FRET antag: 27
- STK33 kinase inh: 0.1
CCOc1cc(S(=O)(=O)N2CCC(C(N)=O)CC2)ccc1F
- OX1R FRET antag: -5
- STK33 kinase inh: -1.2
COc1ccc(C(=O)Nc2cc(C)nc3ccccc23)cc1OC
- OX1R FRET antag: 10
- STK33 kinase inh: -1.0

(next part)
compound,OX1R FRET antag,STK33 kinase inh
CC(=O)c1c(C)nc(C)nc1NC(=O)C(C)C,15,-0.9
Cc1c(-c2ccco2)[n+](=O)c2c(n1[O-])CCC2,48,-0.7
Cc1cc(NC(=O)CSc2nnc(-c3ccc(Br)o3)n2Cc2ccccc2)no1,31,-1.6
Cc1ccn2c(NC3CCCCC3)c(-c3cccc(-c4cccc(Cl)c4)c3)nc2c1,20,0.1
O=C(Cc1cccc2ccccc12)NN1C(=O)/C(=C\c2cccnc2)SC1=S,16,-0.7
COC(=O)C1CC(O)CN1C(=O)Nc1cccc(C(F)(F)F)c1 (configuration not stated),3,-1.2
CCN(CCCNS(=O)(=O)c1ccc2c(c1)CCN2C(C)=O)c1cccc(C)c1,27,-1.6
O=C(NCC1CCCO1)c1ccccc1-c1nc(-c2ccccc2F)no1 (configuration not stated),16,-0.2
COc1ccc(O)c(C=Nc2cc(NC(C)=O)c(Cl)cc2Cl)c1,14,-0.3
O=c1cc(Nc2ccc3c(c2)OCCO3)[nH]c(=O)n1Cc1ccc(F)cc1,17,0.7
CCOc1cccc2c1OC1(CCCCC1)N1N=C(c3cccnc3)CC21 (configuration not stated),28,-2.1
Cc1ccc(C(=O)Nc2ccc3nccnc3c2)cc1,46,-0.3
Cc1nonc1NC(=O)CSc1nc2ccc(Cl)cc2[nH]1,21,1.0
COc1ccc(CN2C(=O)c3ccccc3C2=O)cc1C(=O)OCC(=O)NC1CCCCC1,9,-1.6
CCCN(CC(=O)Nc1ccccc1C)C(=O)CSc1ccccc1C,27,-1.0
